# D3 antag: qHTS of D3 Dopamine Receptor Antagonist: qHTS | D(3) dopamine receptor (Homo sapiens), P35462 | D3R cells, DiscoveRx beta-arrestin luminescence, antagonist mode; hits give low values | max response, negative = inhibition, % | actives 2.5% (n = 360,000) | AID 652054, 2013; in the data active = max response below about -50%; inconclusive = no clear call, values can overlap the other calls; note: % is set by controls: 0 for no effect and ±100 for the full control effect; mostly tested at two doses, the higher about 12 µM
# Target sequence (P35462 whole entry, looked up): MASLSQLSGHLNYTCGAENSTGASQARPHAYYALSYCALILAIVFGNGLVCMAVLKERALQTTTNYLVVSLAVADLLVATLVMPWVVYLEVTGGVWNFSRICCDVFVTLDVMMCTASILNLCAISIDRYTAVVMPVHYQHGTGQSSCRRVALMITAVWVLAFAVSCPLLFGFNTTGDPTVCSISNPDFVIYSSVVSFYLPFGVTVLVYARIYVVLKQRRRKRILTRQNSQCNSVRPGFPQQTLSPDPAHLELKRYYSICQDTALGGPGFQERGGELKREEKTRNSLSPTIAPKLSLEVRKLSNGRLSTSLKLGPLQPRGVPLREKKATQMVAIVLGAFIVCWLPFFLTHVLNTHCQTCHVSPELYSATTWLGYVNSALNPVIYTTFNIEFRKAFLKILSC
#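 Cells expressing the human receptor were seeded at 1500 cells/well, incubated overnight at 37 degrees C in 5% CO2, then exposed to library compounds with dopamine controls for 90 minutes at 37 degrees C before luminescent detection.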
# EPAC2 antagonist: qHTS for Antagonist of cAMP-regulated guanine nucleotide exchange factor 2 (EPAC2): primary screen; EPAC2 GEF exchange of Rap1B-BODIPY-GDP, fluorescence; Potency, µM (titrated, usually from 114 µM), for inactives: at the top dose activity, negative = inhibition, most hits filed as inhibitors; actives 0.18% (n = 360,000); AID 720708, 2013; note: potency is the fitted concentration of half-maximal effect; % is set by controls: 0 for no effect and ±100 for the full control effect; nearly all actives have a fitted effect of over 45% in size; many of its hits are not listed in these tables
# CCT chaperon mod: High-Throughput Screening for Modulators of Cytosolic Chaperonin Activity; purified chaperonin ATPase assay, HTRF ADP detection, 30 min; actives 0.3% (n = 360,000); activity change, % (test concentration not listed), hits read low; in the data active = activity change below about -30%; note: % is set by controls: 0 for no effect and ±100 for the full control effect
#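 TRiC (40 or 20 nM final, by batch activity) in 30 mM Tris pH 7.4, 100 mM KCl, 5 mM MgCl2, 1 mM DTT was treated with compound at 76 uM single dose, then 10 uM ATP, 30 min at 37 °C. ADP was read by HTRF Transcreener.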
# EPAC2 agonist: qHTS for Agonist of cAMP-regulated guanine nucleotide exchange factor 4 (EPAC2): primary screen; EPAC2 activation, biochemical qHTS; response scale: 100% = 6.5 mM cAMP response; Potency, µM (highest dose often 154 µM), for inactives: at the top dose activation, most hits filed as activators; actives 0.079% (n = 360,000); AID 720711, 2013; note: potency is the fitted concentration of half-maximal effect; nearly all actives have a fitted effect of over 50% in size
#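 Nucleotide exchange monitored as fluorescence drop when BODIPY-GDP leaves Rap1B. Reaction: 100 nM EPAC2, 250 nM RAP1B-BODIPY-GDP, 50 uM GDP, room temperature, kinetic read over 30 min. Activity expressed relative to 6.5 mM cAMP.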
# DRD3 agonist: qHTS of D3 Dopamine Receptor Agonist: qHTS | D(3) dopamine receptor (Homo sapiens), P35462 | D3R DiscoveRx beta-arrestin cells, luminescence, 90 min | max activation, % | actives 0.58% (n = 410,000) | AID 652048, 2013; in the data active = max activation above about 30%; note: 0% is about no effect; mostly tested at two doses, the higher about 12 µM
#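 Agonist mode: compounds and dopamine controls were applied to plated cells for 90 min at 37 degrees C after an overnight attachment at 1500 cells/well. Luminescent read-out followed 30 - 60 minutes at room temperature with DiscoveRx detection reagent.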
# MmCpn inh: Inhibitors of TCP-1 ring complex (TRiC) of Methanococcus maripaludis (MmCpn): qHTS. purified Mm-Cpn ATPase, ADP Transcreener TR-FRET. Potency, µM (series often up to 76.9 µM), for the others: at the highest dose activity, negative = inhibition, usual class: inhibitors. actives 0.031% (n = 330,000). Chaperonin Mm-Cpn (Methanococcus maripaludis); note: potency is the fitted concentration of half-maximal effect; % is set by controls: 0 for no effect and ±100 for the full control effect; nearly all actives have a fitted effect of over 80% in size
#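 TR-FRET (320 nm excitation; 590 and 665 nm emission) reports ADP made from 10 uM ATP by 25 nM enzyme; compounds were preincubated 10 min, reaction run 30 min, both at 37°C.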
# pAkt inh: HTS Assay for Inhibitors of Akt Phophorylation: Primary Screen; AID 651550, 2012; actives 0.32% (n = 360,000); activity change, % for hits at 50 µM; Neuro2A IGF-stimulated pAkt S473 HTRF, 20 min; hits give low values; in the data active = activity change below about -80%; inconclusive = mostly about -51% to -80%; note: % is set by controls: 0 for no effect and ±100 for the full control effect
#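 Neuro2A cells in DMEM with 0.5% FBS, overnight at 37 deg C, given compound at single 50 µM final, then IGF (6 nM final) for 20 min at 37 deg C. Lysed; phospho-Akt Ser473 by HTRF after 24 h, 665/615 ratio.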
# PTHR1 agonist: qHTS for PTHR1 Agonists: Primary Screen. Potency, µM (top dose mostly 115 µM), inactives show at the top dose activation, usual class: activators. AID 743266, 2014. HEK293 GP2 PTHR1 cells, GloSensor cAMP luminescence, 1 h. actives 0.075% (n = 410,000). Parathyroid hormone/parathyroid hormone-related peptide receptor (Homo sapiens), Q03431; note: potency is the fitted concentration of half-maximal effect; nearly all actives have a fitted effect of over 55% in size; some results filed as inactive show a strong effect at the top dose; inactives centre near -15; many of its hits are not listed in these tables
# Target sequence (Q03431 whole entry, looked up): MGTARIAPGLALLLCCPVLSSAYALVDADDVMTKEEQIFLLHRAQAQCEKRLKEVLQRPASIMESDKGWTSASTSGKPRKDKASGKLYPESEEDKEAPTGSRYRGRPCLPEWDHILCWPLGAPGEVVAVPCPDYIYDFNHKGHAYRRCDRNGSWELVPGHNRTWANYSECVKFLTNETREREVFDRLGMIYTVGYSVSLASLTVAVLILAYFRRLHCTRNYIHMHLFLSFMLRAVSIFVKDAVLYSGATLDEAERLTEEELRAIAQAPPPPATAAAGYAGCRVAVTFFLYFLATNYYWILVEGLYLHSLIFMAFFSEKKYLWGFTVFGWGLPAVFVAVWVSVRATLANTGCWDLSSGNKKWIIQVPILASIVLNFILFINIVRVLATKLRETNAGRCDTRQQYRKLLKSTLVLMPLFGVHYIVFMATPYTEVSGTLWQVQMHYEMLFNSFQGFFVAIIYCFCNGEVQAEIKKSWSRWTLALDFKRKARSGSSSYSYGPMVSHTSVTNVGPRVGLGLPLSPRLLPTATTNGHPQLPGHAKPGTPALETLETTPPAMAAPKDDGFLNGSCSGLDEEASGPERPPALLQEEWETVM
#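 HEK-293-derived GP2 cells expressing PTHR1 and a GloSensor cAMP reporter, 3,000/well, plated overnight, given luciferin plus IBMX (each 0.5 mM as added) for 1 h at 37 °C, then compound for 1 h at 37 °C. Luminescence was read after 15 min at room temperature.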
# * marks the source's active call; other numbers are inactive results; i = inactive; ? = inconclusive; nt = no result given; & = joins results of further samples; [ ] = dose if it differs, or a comment. Unless noted, calls come from the whole dose curve; as a rule, active = well fitted curve in the direction sought with a large enough effect; inconclusive = small, poorly fitted or top-dose-only effect, or another doubt; inactive = no such curve, though single readings can be large; an effect the other way counts as inactive or inconclusive. Only part of the results is shown; count on the stated rates, not on these rows.
# Each structure is followed by: D3 antag, EPAC2 antagonist, CCT chaperon mod, EPAC2 agonist, DRD3 agonist, MmCpn inh, pAkt inh, PTHR1 agonist
Cc1ccc(S(=O)(=O)NC2CC(C)(C)NC(C)(C)C2)cc1
→ 14, 4%, -2.1, 8%, 6, -6%, i, -28%
CCOC(=O)c1ccc(NC2c3ccccc3C(=O)N2c2ccccn2)cc1 (stereo not drawn)
→ -29, 44%[activator], -3.4, -2%, -8, -18%, i, 1%
Cc1onc(-c2ccccc2Cl)c1C(=O)NNC(=O)c1ccc(F)cc1
→ 4, 4%, -0.3, 8%, -6, 0%, i, -8%
CCOC(=O)c1ccc(NC(=O)c2cccc(S(=O)(=O)N3CCOCC3)c2)cc1
→ 61, -5%, -1.1, 0%, 0, -27%, i, -19%[57.5 µM]
CCC1Sc2ccccc2N(CC(=O)NC2CC2)C1=O (stereo not drawn)
→ 13, -1%, -0.9, -7%, 3, 0%, i, 0%
COc1ccc(N2CCN(C(=O)c3ccc(Br)o3)CC2)cc1
→ 3, 11%, 3.9, 2%, 12, -2%, i, 0%
OC(c1cc(-c2ccc(C(F)(F)F)cc2)nc(C(F)(F)F)c1)C1CCCCN1 (stereo not drawn)
→ 21, 13%, 0.4, 2%, 0, -1%, i, -88%[inhibitor]
Cc1cccc(CNc2ccc(C(CC(N)=O)NC(=O)c3cccc(Br)c3)cc2[N+](=O)[O-])c1 (stereo not drawn)
→ 0, -19%, -1.5, 0%, -41, -2%, i, -7%
Cc1ccc(Nc2cc(=O)[nH]c(=O)[nH]2)cc1C
→ 26, -3%, -0.6, 3%, 1&6, 3%, i, i
CC(=O)Nc1ccc(S(=O)(=O)Nc2cc([N+](=O)[O-])ccc2C)cc1
→ 2, -3%, 0.4, 16%, 11, 2%, i, i
COc1cccc(C(O)c2nc(-c3cccc(C(C)C)c3)cs2)c1 (stereo not drawn)
→ 40, -22%, 0.8, 6%, 6, nt, i, i
C/C(=N\Nc1nc(N2CCOCC2)nc(N2CCOCC2)n1)c1cccc([N+](=O)[O-])c1
→ -10, 16%, -0.8, 11%, -1, 3%, i, i
O=c1[nH]c2ccccc2nc1CCc1ccccc1
→ 17, 13%, 1.0, 3%, 3, 2%, i, -1%
CCn1c(C)c(C)c2cc(C(=O)NCCCN3CCN(C)CC3)ccc21
→ -13, 14%, -2.4, 9%, 3, 2%, i, i
CC(=NCCc1ccccc1)C1=C(O)CCC1=O
→ -21, -5%, -3.4, 2%, 9, -17%, i, -3%[57.5 µM]
Cc1ccccc1NC(=O)OCc1ccccc1
→ 7, -1%, -4.5, 4%, 61*, 1%, i, i
O=C(Nc1ccc(S(=O)(=O)N2CCCC2)cc1)c1ccc(OCC2CCCO2)cc1 (stereo not drawn)
→ 14, -6%, -5.5, -1%, 5, -4%, i, -32%[inhibitor]
Cc1ccc(NC(=O)CSc2nnc(Cc3cccn3C)n2-c2ccc(F)cc2)cc1
→ -8, 4%, -5.4, 14%, -3, -2%, i, -11%
O=C(/C=C/Nc1ccc(F)c(Cl)c1)c1ccccc1
→ -21, -8%, -3.0, 11%, -1, -10%, i, -30%
Cc1cc(C)cc(N(CCC#N)C(=O)COC(=O)C2CCN(S(=O)(=O)c3ccc(C)c(C)c3)CC2)c1
→ 0, 2%, 1.1, 3%, -5, -1%, i, i
COc1cccc(CN(C(=O)c2cnccn2)C(C(=O)NC2CCCCC2)c2cc(OC)c(OC)c(OC)c2)c1 (stereo not drawn)
→ 7, 1%, -2.8, -1%, 2, -1%, i, i
NC(=O)c1ccc(NC(=O)CN2CCN(c3ccc(Cl)cc3)CC2)cc1
→ -13, 1%, -0.9, 2%, 11, 2%, i, 0%
CC(C)Oc1ccc(C(=O)Nc2ccc(N(C)C)cc2)cc1
→ ?, 7%, -0.6, 0%, -16, 1%, i, -14%[57.5 µM]
COc1ccc(NC(=O)Cn2nnc(-c3ccccc3)c2COc2ccc3ccccc3c2)cn1
→ -15, -20%, -2.1, 12%, -1, nt, i, -34%[inhibitor]
O=C(N/N=C/c1ccc(O)cc1)c1ccc(NC(=O)c2ccccc2Br)cc1
→ ?, -9%, 0.0, 12%, -2, -5%, i, -16%[57.5 µM]
CCC1OC2(C)OC(=N)C1(C#N)C(C#N)(C#N)C2c1ccccc1 (stereo not drawn)
→ 6, -1%, -1.9, 4%, 3, -6%, i, i
CCOC(=O)C(NCc1ccco1)(NC(=O)c1ccccc1)C(F)(F)F (stereo not drawn)
→ 18, 3%, -0.5, -3%, 1, -3%, i, -1%[57.5 µM]
COc1ccccc1OCC(=O)NCC1CCCN(C(=O)c2ccccc2C(C)=O)C1 (stereo not drawn)
→ 11, -3%, -1.0, -1%, 9, -5%, i, i
CCCn1ncc(CN2CCC(CO)(Cc3ccc(OC)cc3)CC2)c1C
→ -25, 0%, -0.1, 13%, -10, 2%, i, i
CCc1cc2c(-c3ccccc3)cc(=O)oc2cc1OC(C)C(=O)NCC1CCC(C(=O)O)CC1 (stereo not drawn)
→ 114, -10%, 1.6, -7%, 44*, -1%, i, -89%[inhibitor]
Cc1nn(Cc2ccccc2)c(Cl)c1/C=C1\NC(=S)NC1=O
→ -8, -8%, 0.9, -5%, 3, -1%, i, -1%
CC1(C)CCCC(C)(C)N1CC(O)COCCOc1ccc(Br)cc1 (stereo not drawn)
→ 4, 6%, 0.9, 2%, 3, 2%, i, i
CC(=O)Nc1ccc(NC(=O)C/C(C)=N/NC(=O)c2cccc3ccccc23)cc1
→ 5, 0%, -0.2, 3%, 3, 0%, i, i
C/C(=N\NS(=O)(=O)c1ccc([N+](=O)[O-])cc1)c1ccc(NC(=O)c2ccco2)cc1
→ -9, 1%, -2.5, 2%, 2, -2%, i, i
CN(C)C(=O)CN1CCN(Cc2cn(C)nc2-c2ccc3c(c2)OCCO3)CC1
→ 16, -1%, -1.5, 2%, 10, -3%, i, -3%
COc1ccccc1C(=O)NC(=O)CSc1nncn1C
→ 4, -6%, 0.6, -2%, 14, 2%, i, i
COc1ccccc1N1CC(C(=O)Nc2ccc3c(c2)OCO3)CC1=O (stereo not drawn)
→ 5, 3%, -4.9, 1%, 5, -1%, i, -17%
S=C(NCCc1ccccc1)N1CCn2cccc2C1c1cccnc1 (stereo not drawn)
→ -5, -21%, 0.7, 16%, -7, 1%, i, -11%
CC1=CC2=NC(=O)/C(=C\c3cc(C)n(-c4ccccc4)c3C)C(=N)N2O1
→ 0, 4%, -1.2, 11%, -24, -2%, i, -24%
O=C(CN1C(=O)S/C(=C\c2cccs2)C1=O)Nc1ccc(O)cc1C(=O)O
→ ?, 9%, 1.6, 1%, 6, -2%, i, ?
CCOC(=O)N1CCC(NC(=O)CSCc2nc(-c3ccccc3Cl)oc2C)CC1
→ 0, -9%, -3.1, 10%, 6, 1%, i, -54%[inhibitor]
CN(C)S(=O)(=O)c1cccc(C(=O)Nc2ccccc2)c1
→ -24, -9%, -4.1, 9%, 2, 0%, i, i
COC(=O)CN(c1c(C)cccc1C)S(C)(=O)=O
→ -14, 11%, 1.9, 1%, 2, -1%, i, -10%
CCCNc1nc(C)cc(-c2cc(C(=O)Nc3ccccc3)on2)n1
→ 2, -1%, -0.2, -13%, 3, nt, i, -4%
O=C(c1cccnc1)N1CCN(S(=O)(=O)c2ccc(F)cc2)CC1
→ -7, 13%, -3.7, 3%, -8, 1%, i, -4%
COc1cc([N+](=O)[O-])ccc1NC(=S)NC(=O)CC(C)(C)C
→ 4, 1%, 1.3, -1%, 1, -12%, i, -3%
COc1ccc(-c2[nH]ncc2-c2ccc(Cl)cc2)c(O)c1
→ -10, -7%, 0.6, 13%, -11, nt, i, i
CN(C(=O)CSc1nc(-c2ccccc2)cn1N)C(c1ccccc1)c1ccccc1
→ 11, -7%, 6.4, 13%, -9, -2%, i, -47%[inhibitor]
O=C(Cc1cc(=O)[nH]c(=O)[nH]1)NCC1CCCO1 (stereo not drawn)
→ -3, 3%, 0.0, 2%, -6, -1%, i, i
CS(=O)(=O)N1CCc2cc(S(=O)(=O)NCCNS(=O)(=O)c3ccc4c(c3)CCN4S(C)(=O)=O)ccc21
→ 6, -8%, -0.7, 8%, -4, -1%, i, i
O=C(c1ccc(Cn2cc(Br)cn2)cc1)N1N=C(C(F)F)CC1(O)C(F)F (stereo not drawn)
→ -8, -8%, 1.4, -1%, -2, 1%, i, i
CC(=O)NCCn1c(SCC(=O)Nc2ccc(C)cc2)nc2ccccc2c1=O
→ 0, 12%, -1.1, 8%, 5&-16, -2%, i, i
COc1cc(C(=O)N/C(=C\c2cn(C)c3ccccc23)C(=O)NCCCN2CCOCC2)cc(OC)c1OC
→ 8, 3%, -1.8, 6%, 11, -4%, i, i
COc1ccc(Cc2c(C3CCCCC3)nc3ccc(Br)cn23)c(C)c1
→ 0, -1%, -7.0, 14%, -10, nt, i, -13%
C#CCOCCOCCOCCNc1nc(N2CCN(C(=O)[C@H](Cc3cc4ccccc4[nH]3)n3cc([C@@H](N)CC(C)C)nn3)CC2)nc(N2CCN(C(=O)[C@H](Cc3cc4ccccc4[nH]3)n3cc([C@@H](N)CC(C)C)nn3)CC2)n1
→ -20, 6%, 0.5, 8%, -1, nt, i, i
c1ccc(C2Nc3cccc4cccc(c34)N2)cc1
→ 7, -23%, 1.6, 5%, 2, 1%, i, -72%[inhibitor]
COc1ccc(C(=O)NNC2=CC(=O)CC(C)(C)C2)cc1
→ 15, -1%, 1.5, 12%, 3, 0%, i, -21%

# Compound activity as filed in PubChem.
